Bioassay records (PubChem)
p53ts 39C kill: qHTS Screen for Compounds that Selectively Target Cancer Cells with p53 Mutations: Cytotoxicity of p53ts Cells at the Nonpermissive Temperature. H1299-p53A138V viability at 39C, ATP luminescence, 24 h. Potency, µM (highest dose often 46.1 µM), without a hit: at the highest dose activity change, negative = cell killing, most hits filed as cytotoxic. 1.5% of 130,000 active. AID 902, 2007; also: nearly all actives have a fitted effect of over 55% in size
IkB sig inh: IkB Signaling; Potency, µM (top dose mostly 57.1 µM), without a hit: at the top dose IkBa stabilization activation; ABC-DLBCL IkBa-CBG/CBR dual luciferase ratio, 4 h; response scale: scaled: untreated 0%, proteasome inhibitor 100%; 0.04% of 110,000 active; active = well fitted curve in the direction sought with a large enough effect in the signal ratio, not every such curve was filed as active; inconclusive = small, poorly fitted or top-dose-only effect, or a change in a side signal; the % refers to the signal ratio;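 also: the direction sought is a rising ratio; 0% = basal untreated cells and 100% = reference inhibitor full response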
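Luminescence ratio of IκBα-fused green versus native red beetle luciferase in OCI-Ly3 cells, 4 h post-doxycycline with compound; red signal alone, scaled from basal (0%) to zero light (-100%), flagged nonspecific or cytotoxic effects.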
Peg3 imprint: qHTS Assay for Compounds that Induce Erasure of Genomic Imprints | mouse ES Peg3-LacZ reporter, beta-gal luminescence, 40 h | Potency, µM (top dose mostly 60.7 µM), for inactives: top-dose activity change, positive = activation, most hits filed as activators | 0.02% of 110,000 active;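 also: 0% = negative control wells on the plate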
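Readout: BetaGlo luminescence (5 min, room temp) for LacZ from the normally silent maternal Peg3 allele in female Peg3LacZ-Neo ES cells. Cells 300/well, 40 h, 37C, 5% CO2. Data normalized per plate to negative controls.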
p53ts 32C tox: qHTS Screen for Compounds that Selectively Target Cancer Cells with p53 Mutations: Cytotoxicity of p53ts Cells at the Permissive Temperature; H1299-p53A138V at 32C, ATP luminescence viability, 24 h; Potency, µM (doses to about 46.1 µM), for inactives: at the highest dose activity change, negative = cytotoxicity, most hits filed as cytotoxic; 0.93% of 130,000 active; AID 924, 2007;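 also: 0% = DMSO and -100% = full killing by reference compound; nearly all actives have a fitted effect of over 55% in size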
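H1299-p53 A138V cells (temperature-sensitive p53) exposed 24 h to up to 46 uM compound at 32C, where p53 is wild-type in conformation. Viability read as ATP luminescence and normalised to DMSO and 100 uM tamoxifen. AC50 fitted with the Hill equation.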
* = called active by the depositor; u = inconclusive; x = not tested or not shown; & = joins results of further samples; [ ] = dose if it differs, or a comment. Unless noted, calls follow the shape of the dose curve; as a rule, active = well fitted curve in the direction sought with a large enough effect; inconclusive = small, poorly fitted or top-dose-only effect, or another doubt; inactive = no such curve, though single readings can be large; an effect the other way counts as inactive or inconclusive. Unless noted, % is scaled to controls: 0 for no effect and ±100 for the full control effect; potency is read from the fitted curve at half-maximal effect. This is a subset, so the mix of outcomes need not match the whole.

1) CC1=C(O)C(=O)C=C2C1=CC=C1[C@]2(C)CC[C@@]2(C)C3C[C@](C)(C(=O)O)CC[C@@]3(C)CC[C@@]12C (stereo not given in full)
2) Fc1cccc(F)c1CN1CCN(Cc2c(F)cccc2F)CC1
3) Cc1nc2cc(C(=O)N3CCC4(CC3)OCCO4)ccc2n1-c1ccc(Br)cc1
4) CC12CN3C(O)C(C)(C1)CC(C)(C2)C3O (stereo not given)
5) ClC(Cl)(Cl)Cl
6) COc1cccc(NC(=O)c2cccn(Cc3ccccc3C)c2=O)c1
7) N#CC(C#N)=Cc1ccc([N+](=O)[O-])c(O)c1
8) COC(=O)[C@H](N)CCCN=C(N)N[N+](=O)[O-]
assay / entry | 1 | 2 | 3 | 4 | 5 | 6 | 7 | 8
p53ts 39C kill | u | 10% | 4% | 1% | -6%&-6% | -22% | 29% | 10%
IkB sig inh | x | -1.5% | 2.4% | 1.5% | -2.0%&0.8% | u | u | 1.8%
Peg3 imprint | -37%[inhibitor] | -14% | -11% | -1% | -2%&-9% | -10%[10.9 µM] | -16%&-12% | x
p53ts 32C tox | u | 1% | -2% | 10% | 9%&6%[1.84 µM] | 7% | 13% | -10%

9) CCN(CC)C(=O)c1ccc(NC(=O)CCn2nc(-c3ccc(C)cc3)c3ccccc3c2=O)cc1
10) OC(c1ccc(Cl)cc1)(c1ccc(Cl)cc1)C(Cl)(Cl)Cl
11) C=COCCn1c(C)c(C(=O)OCC)c2cc(O)ccc21
12) O=[N+]([O-])c1cccc2ccccc12
13) Cc1cccc(CN2C(=O)CN=C(c3ccccc3)c3cc(Cl)ccc32)c1
14) COc1ccc(CN2CCN(c3ncnc4sc5c(c34)CCCC5)CC2)cc1F
15) CCc1ccccc1Nc1nn2c(=O)c3ccc(C(=O)Nc4cc(C)cc(C)c4)cc3nc2s1
16) CCCCn1c(O)c(C(C)=NCCCN(C)C)c(=O)[nH]c1=O
assay / entry | 9 | 10 | 11 | 12 | 13 | 14 | 15 | 16
p53ts 39C kill | 0% | -14% | 3% | 9% | 41% | u | 4µM* | 17%
IkB sig inh | u | 3.6% | -0.2% | 3.5% | 0.2% | u | u | 1.6%
Peg3 imprint | -10%[10.9 µM] | 2% | 8% | 2% | -6%[10.9 µM] | -23%[10.9 µM] | 1%[10.9 µM] | -18%
p53ts 32C tox | 9% | 11%[1.84 µM] | -1% | 11%[1.84 µM] | 87%[activator] | -2% | 3.2µM* | 9%

Two entries from above, with tabs.
no.	smiles	p53ts 39C kill	IkB sig inh	Peg3 imprint	p53ts 32C tox
10	OC(c1ccc(Cl)cc1)(c1ccc(Cl)cc1)C(Cl)(Cl)Cl	-14%	3.6%	2%	11%[1.84 µM]
12	O=[N+]([O-])c1cccc2ccccc12	9%	3.5%	2%	11%[1.84 µM]

Next section.
17) O=c1c2ccccc2nc(-c2ccco2)n1-c1ccccc1
18) CN(CC1COc2ccccc2O1)c1nc(-c2cccnc2)nc2ccccc12 (stereo not given)
19) O=c1c2ccccc2nc(/C=C/c2ccccc2O)n1-c1ccc(Br)cc1
20) COc1ccc2c(c1)[C@@]13CCCCC1[C@@H](C2)N(C)CC3 (stereo not given in full)
21) O=C1OCCC1NC1=NCCC1 (stereo not given)
22) CCOP(=O)(C#CC(C)(C)C)C1(O)CCCCC1 (stereo not given)
23) C=CCCC#N
24) CCC(=O)N1CC(=O)Nc2ccc(C)cc2C1c1ccc(F)cc1 (stereo not given)
assay / entry | 17 | 18 | 19 | 20 | 21 | 22 | 23 | 24
p53ts 39C kill | 12% | u | -10% | -16% | -6% | 7% | 14% | 14%
IkB sig inh | x | u | 16% | x | 0.5% | 0.9% | 1.0% | -1.3%
Peg3 imprint | x | 0% | -3%[10.9 µM] | -6% | -1% | -2% | 23% | 7%[10.9 µM]
p53ts 32C tox | 2% | u | -11% | -5% | -3% | 0% | 3%[1.84 µM] | -2%

25) O=C(Cn1cnc2sc3c(c2c1=O)CCCC3)NCCC(=O)N1CCC2(CC1)OCCO2
26) CN(C)P(=NC(=S)c1cccn1C)(N(C)C)N(C)C
27) CCc1cc2c(N3CCN(C)CC3)ncnc2s1
28) COc1cc(CN2C(=O)NC(=O)C3(Cc4cc(C)ccc4N(C)C3)C2=O)cc(OC)c1 (stereo not given)
29) ClCc1ccccn1
30) CNC(=O)[C@H]1C[C@@H]1[C@H](NP(=O)(c1ccccc1)c1ccccc1)c1ccccc1
31) c1cncc(CNC2=NCCC2)c1
32) Cc1occc1C(=O)Nc1nnc(C(F)(F)F)s1
assay / entry | 25 | 26 | 27 | 28 | 29 | 30 | 31 | 32
p53ts 39C kill | -9% | -3% | -20% | 7% | 8% | -12% | 0% | -5%
IkB sig inh | 0.2% | 2.2% | x | 1.4% | -1.2% | x | 0.4% | 7.5%
Peg3 imprint | 16% | -10% | x | -18% | 8% | 1% | -6% | -68%[inhibitor]
p53ts 32C tox | -1% | -7% | 9% | 11% | -5%[1.84 µM] | 4% | -7% | -12%

Later entries.
Short forms: A = p53ts 39C kill; B = IkB sig inh; C = Peg3 imprint; D = p53ts 32C tox
33. CC[N+](CC)(CCCNC1=CC(=O)C(NCCC[N+](CC)(CC)Cc2ccccc2)=CC1=O)Cc1ccccc1
  A = -10% | B = 0.1% | C = 6% | D = 5%

34. CN1CCN(C(=O)COc2ccc(-c3nc4ccccc4s3)cc2)CC1
  A = 0.79µM* | B = -6.1% | C = -20% | D = 1µM*

35. NP(N)(=O)NC(=O)c1ccc(F)cc1
  A = 8% | B = 0.1% | C = -8% | D = 6%

36. CC[C@]1(OC(=O)CN)C(=O)OCc2c1cc1n(c2=O)Cc2cc3ccccc3nc2-1
  A = -22%[9.22 µM] | B = u | C = -35%[inhibitor][10.9 µM] | D = -4%[9.22 µM]

37. N=C(N)SCc1ccc(Cl)c2ccccc12 (tested in a mixture with another compound)
  A = -5%&-14%[9.22 µM] | B = 8.7%&1.8%[11.4 µM] | C = 1%&-13%[10.9 µM] | D = -7%&-7%[9.22 µM]

38. CN1[C@@H](C[C@@H](O)c2ccccc2)CCC[C@@H]1C[C@H](O)c1ccccc1
  A = 2%[20.6 µM] | B = 1.0%[25.6 µM] | C = -9%[16.8 µM] | D = -4%[20.6 µM]

39. CN1C(=O)N(C)C(=O)C(CCc2ccncc2)(Cc2ccc3c(c2)OCO3)C1=O
  A = 6% | B = -0.5% | C = -2% | D = -1%

40. CCCn1c(=O)c2[nH]c(C3CCCC3)nc2n(CCCOC(=O)c2ccc(S(=O)(=O)F)cc2)c1=O
  A = 67%[activator] | B = u | C = -16% | D = 16%

41. CCCOC(=O)c1ccccc1C(=O)OCCC
  A = 8% | B = -3.4% | C = 1% | D = 8%[1.84 µM]

42. CCn1nc(-c2cccs2)nc2c(=O)n(C)c(=O)nc1-2
  A = 4µM* | B = u | C = -94%[inhibitor] | D = 2µM*

43. CC(NC(=O)Oc1ccccc1)C(c1cccs1)N1CCOCC1 (stereo not given)
  A = 10% | B = 1.5% | C = -2% | D = 0%

44. O=C(O)[C@H](Cc1cnc[nH]1)N1C(=O)c2ccccc2C1=O
  A = 0%[9.22 µM] | B = -1.4%[11.4 µM] | C = -15%[10.9 µM] | D = -4%[9.22 µM]

45. O=C1CC(N2CCC(n3c(=O)[nH]c4ccccc43)CC2)C(=O)N1c1ccc(F)cc1 (stereo not given)
  A = 8% | B = 5.4% | C = -6% | D = 4%

46. C=CCn1c(O)c(C(=O)CCCCCC)c(=O)[nH]c1=O
  A = 21% | B = 1.8% | C = -14% | D = 8%

47. CC1C(=O)OC2C(O)C34C5OC(=O)[C@@]3(OC3OC(=O)[C@H](O)[C@]34C(C(C)(C)C)C5O)[C@]12O (stereo not given in full)
  A = 3% | B = x | C = -7% | D = 12%

48. C1CC2OC2CC1C1CO1 (stereo not given)
  A = 1% | B = 1.0% | C = 12% | D = -9%[1.84 µM]

49. O=C(Nc1ccc([As](=O)(O)O)cc1)Nc1cccc(Cl)c1Cl
  A = 7%[9.22 µM] | B = -0.7%[11.4 µM] | C = -2%[10.9 µM] | D = 0%[9.22 µM]

50. COc1ccc(N2CCN(CCCN)CC2)cc1
  A = 13% | B = 1.7% | C = -21% | D = -4%

51. N#CCCCC[N+]12CN3CN(CN(C3)C1)C2
  A = -1%[9.22 µM] | B = 1.8%[11.4 µM] | C = -11%[10.9 µM] | D = 5%[9.22 µM]

52. CCCCCc1nc2ccccc2c(=O)n1-c1ccc(C)cc1
  A = 8% | B = u | C = -9%[10.9 µM] | D = 3%

53. CCN1C[C@@]2(COC)[C@H]3[C@@H](OC)[C@H]4C1[C@@]3([C@H](OC)C[C@@H]2O)[C@H]1C[C@@]2(O)[C@@H](OC(=O)c3ccccc3)[C@@H]1[C@@]4(OC(C)=O)[C@H](O)[C@@H]2OC
  A = 5%[20.6 µM] | B = -0.9%[25.6 µM] | C = 3%[16.8 µM] | D = -4%[20.6 µM]

54. Cc1ccc(CC2C(=O)N(C)C(=O)N(C)C2=O)s1
  A = 7% | B = 0.4% | C = -2% | D = 10%

55. C[C@H]1O[C@@H](O[C@H]2[C@@H](O)C[C@H](O[C@H]3[C@@H](O)C[C@H](O[C@H]4CC[C@]5(C)C6CC[C@]7(C)[C@@H](C8=CC(=O)OC8)CC[C@]7(O)C6CC[C@@H]5C4)O[C@@H]3C)O[C@@H]2C)C[C@H](O)[C@@H]1O (stereo not given in full)
  A = u | B = x | C = 1% | D = -20%

56. COc1ccc(C(=O)CC2C(=O)N(C)C(=O)N(C)C2=O)cc1
  A = -1% | B = x | C = x | D = -1%

57. CC(=O)N1CC[N+](C)(C)CC1
  A = -10% | B = 0.1% | C = 4% | D = -15%

58. O=C(COc1ccccc1)N1CCN(CC2CC3C=CC2C3)CC1 (stereo not given)
  A = -30% | B = 0.6% | C = -23% | D = -5%

59. CC(Oc1ccccc1)C(=O)Nc1ccc(C(=O)OCc2cc(=O)n3nc(C4CC4)sc3n2)cc1 (stereo not given)
  A = u | B = u | C = 4%[10.9 µM] | D = u

60. CN1C2CC(OC(=O)C(CO)c3ccccc3)CC1C(O)C2 (stereo not given)
  A = -14% | B = x | C = 1% | D = -7%

61. COC1=CC(=O)O[C@@H](/C=C/c2ccc3c(c2)OCO3)C1
  A = u | B = -9.3% | C = 0% | D = -17%[1.84 µM]

In a second layout: results already given
Order of results: p53ts 39C kill | IkB sig inh | Peg3 imprint | p53ts 32C tox
(52) CCCCCc1nc2ccccc2c(=O)n1-c1ccc(C)cc1
    8% | u | -9%[10.9 µM] | 3%
(51) N#CCCCC[N+]12CN3CN(CN(C3)C1)C2
    -1%[9.22 µM] | 1.8%[11.4 µM] | -11%[10.9 µM] | 5%[9.22 µM]

Pulled by structure from the list above (six):
Short forms: A = p53ts 39C kill; B = IkB sig inh; C = Peg3 imprint; D = p53ts 32C tox
48. C1CC2OC2CC1C1CO1 (stereo not given)
  A = 1% | B = 1.0% | C = 12% | D = -9%[1.84 µM]

19. O=c1c2ccccc2nc(/C=C/c2ccccc2O)n1-c1ccc(Br)cc1
  A = -10% | B = 16% | C = -3%[10.9 µM] | D = -11%

16. CCCCn1c(O)c(C(C)=NCCCN(C)C)c(=O)[nH]c1=O
  A = 17% | B = 1.6% | C = -18% | D = 9%

46. C=CCn1c(O)c(C(=O)CCCCCC)c(=O)[nH]c1=O
  A = 21% | B = 1.8% | C = -14% | D = 8%

14. COc1ccc(CN2CCN(c3ncnc4sc5c(c34)CCCC5)CC2)cc1F
  A = u | B = u | C = -23%[10.9 µM] | D = -2%

39. CN1C(=O)N(C)C(=O)C(CCc2ccncc2)(Cc2ccc3c(c2)OCO3)C1=O
  A = 6% | B = -0.5% | C = -2% | D = -1%
